From PubChem BioAssay
GAA inhib – inhibitors of human lysosomal alpha-glucosidase. purified human GAA, 4-MU-alpha-glucoside fluorescence. Potency, µM (highest dose often 76.9 µM), for the others: at the highest dose activity change, negative = inhibition, actives largely listed as inhibitors. P10253. AID 1466. 200,000 compounds, 0.005% hits;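 also: potency is read from the fitted curve at half-maximal effect; plate controls were uninhibited enzyme wells for no effect and no-enzyme background for full effect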
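Human enzyme at 4 nM with 400 uM 4-methylumbelliferyl-alpha-D-pyranoside, citrate/phosphate buffer pH 5.0, 0.005% Tween-20, 20 min at room temperature. Compounds up to 77 uM. 4-MU fluorescence (Ex 365/Em 440) read after NaOH/glycine stop; AC50 from Hill fit.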
HTT ATP protect – protects HTT-Q103 PC12 cells, measured by ATP. PC12 HTT-Q103 induced, cytoprotection, ATP luminescence, 40 h. 230,000 compounds, 0.14% hits. AID 1471. Potency, µM (top dose mostly 56.4 µM), for the others: cytoprotection (ATP increase), most hits filed as activators;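 also: potency is read from the fitted curve at half-maximal effect; % of control where 0% means no effect; nearly all actives have a fitted effect of over 45% in size; toxic huntingtin expression switched on by the ecdysone agonist tebufenozide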
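Compounds added alongside 100 nM tebufenozide, which induces toxic Q103 huntingtin exon 1-GFP in stable PC12 cells; surviving cells quantified by luminescent ATP measurement. Medium: phenol red-free DMEM, 5% equine and 5% calf serum.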
GAA glycogen mod – inhibitors or activators of human alpha-glucosidase glycogen cleavage | P10253 | recombinant GAA, glycogen substrate, Amplex Red glucose oxidase fluorescence | Potency, µM (titrated, usually from 76.4 µM), for the others: top-dose activity change, negative = inhibition, usual class: inhibitors | 300,000 compounds, 0.38% hits | AID 2100;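 also: potency is read from the fitted curve at half-maximal effect; 0% = full enzyme reaction and -100% = no-enzyme basal signal; the screen sought inhibitors and activators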
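Recombinant enzyme (4 nM final) with compounds titrated up to 77 uM and bovine liver glycogen (30 ug) in citrate pH 5.0, 0.01% Tween-20, 37 C 40 min. Released glucose detected by Amplex Red/glucose oxidase (Ex 573/Em 610); AC50 from Hill fits.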
Lamin A splicing – LMNA splicing modulation; HeLa LMNA splicing GFP/RFP minigene ratio, 48 h; AID 1487; 200,000 compounds, 0.01% hits; Potency, µM (titrated, usually from 46.1 µM), without a hit: top-dose ratio change, negative = inhibition, usual class: inhibitors; active = well fitted inhibition curve with a large enough effect in the signal ratio, with a control signal flat, not every such curve was filed as active; inconclusive = small, poorly fitted or top-dose-only effect, or effect the other way, or a change in a side signal; the % refers to the signal ratio; also: potency is read from the fitted curve at half-maximal effect; % is scaled to controls: 0 for no effect and ±100 for the full control effect
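Read-out is the ratio of GFP to DsRed2 object intensity, acquired by 488 nm laser-scanning cytometry on HeLa lamin A-EGFP minigene reporter cells. Compound incubation 48 hrs at 37 °C in Opti-MEM with 2% FBS; DMSO 0.5% final.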
aGlu spleen mod – inhibits or activates alpha-glucosidase in human spleen homogenate; AID 2112; 240,000 compounds, 0.006% hits; Potency, µM (titrated, usually from 79.9 µM), for inactives: at the top dose activity change, negative = inhibition, hits mostly inhibitors; human spleen homogenate, 4-MU-alpha-glucoside fluorescence;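 also: potency is read from the fitted curve at half-maximal effect; 0% = enzyme with vehicle and -100% = no enzyme basal signal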
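Human spleen homogenate (1 ug) with 4-methylumbelliferyl-alpha-D-glucopyranoside (1 mM final) in 50 mM citrate/phosphate pH 5.0, 0.01% Tween-20; 40 min at 37 C. Stopped at pH 10; 4-MU fluorescence Ex 365/Em 440 nm; AC50 by Hill fit.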
CBFb-RUNX1 inh – inhibitors of human CBF-beta and RUNX1 interaction. Potency, µM (series often up to 59.8 µM), for inactives: at the top dose activity, negative = inhibition, actives largely listed as inhibitors. 230,000 tested, under 10 active. AID 1477. AlphaScreen CBFb-His/RUNX1-biotin binding, biochemical. Q01196+Q13951; also: % of control where 0% means no effect
Target sequence (Q01196 whole entry, looked up): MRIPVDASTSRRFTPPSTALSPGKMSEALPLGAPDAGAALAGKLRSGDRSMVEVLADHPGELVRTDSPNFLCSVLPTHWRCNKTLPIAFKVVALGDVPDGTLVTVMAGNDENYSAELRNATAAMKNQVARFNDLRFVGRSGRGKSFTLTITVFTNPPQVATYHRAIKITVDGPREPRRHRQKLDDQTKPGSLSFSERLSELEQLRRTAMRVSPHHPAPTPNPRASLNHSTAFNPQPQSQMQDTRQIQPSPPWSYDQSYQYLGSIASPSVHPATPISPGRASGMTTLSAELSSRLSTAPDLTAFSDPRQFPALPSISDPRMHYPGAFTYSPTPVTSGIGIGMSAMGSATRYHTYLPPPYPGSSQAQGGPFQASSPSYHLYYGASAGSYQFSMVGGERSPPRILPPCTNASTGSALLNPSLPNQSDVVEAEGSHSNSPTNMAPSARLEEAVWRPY
Target sequence (Q13951 whole entry, looked up): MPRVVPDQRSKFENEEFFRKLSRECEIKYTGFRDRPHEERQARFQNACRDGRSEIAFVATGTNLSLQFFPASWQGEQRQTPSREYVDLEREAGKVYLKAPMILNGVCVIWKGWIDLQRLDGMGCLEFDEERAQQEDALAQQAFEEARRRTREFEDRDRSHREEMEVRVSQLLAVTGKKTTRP
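CBFb-His/RUNX1-biotin, 30 nM each, preincubated 20 min RT; compound 15 min RT; Ni + streptavidin beads 50 ng each, 90 min RT; AlphaScreen read.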
HTT aggregate – mutant huntingtin aggregation inhibition; PC12 HttQ103-GFP aggregates, Acumen cytometry, 40 h; 220,000 compounds, 1.1% hits; Potency, µM (highest dose often 46.1 µM), for the others: top-dose activity change, negative = inhibition, most hits filed as inhibitors; AID 1688; also: potency is read from the fitted curve at half-maximal effect; % is scaled to controls: 0 for no effect and ±100 for the full control effect; nearly all actives have a fitted effect of over 60% in size
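Read-out: GFP aggregate count by laser scanning cytometer (488 nm excitation, 500-530 nm emission, 1–25 µm objects >6 SD above background). Cells: PC12, inducible HTTex1-Q103-GFP, 100 nM tebufenozide; compounds titrated.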
* = called active by the depositor; ? = inconclusive; . = not tested or not shown; [ ] = dose if it differs, or a comment. Unless noted, calls follow the shape of the dose curve; as a rule, active = well fitted curve in the direction sought with a large enough effect; inconclusive = small, poorly fitted or top-dose-only effect, or another doubt; inactive = no such curve, though single readings can be large; an effect the other way counts as inactive or inconclusive. Outcome played no part in choosing rows; about 1.5% have a hit in one of these screens.

The line under a structure holds: GAA inhib | HTT ATP protect | GAA glycogen mod | Lamin A splicing | aGlu spleen mod | CBFb-RUNX1 inh | HTT aggregate
O=C(c1ccc([N+](=O)[O-])o1)N1CCOCC1
 : -3% | 24% | -5% | . | . | 14% | 9%
Cc1ccc(NC(=O)CS(=O)CC(=O)NCCCc2ccccc2)cc1Cl (stereo not drawn)
 : -1% | -18% | 0% | 1% | -16% | 0% | 6%
O=C(Nc1ccccc1Cl)c1csc(-c2cccnc2)n1
 : . | 14%[10 µM] | -2% | . | 3% | ? | -9%[9.22 µM]
CCC1CSC(Nc2ccc(C(=O)/C=C/c3cccc(C)c3)cc2)=N1 (stereo not drawn)
 : -9% | 14%[10 µM] | -13% | ? | -19% | 7% | 5%
COc1ccc(CCNC(=O)CSC(=O)c2ccccc2)cc1OC
 : -10% | -30%[inhibitor] | -13% | 1%[46 µM] | 3% | -14% | ?
O=C(Cc1ccccc1)NS(=O)(=O)c1ccc(N=NN2CCOCC2)cc1
 : 2% | . | 18% | . | -8% | -2% | .
CNC(=O)c1cc2cc(OC)ccc2n1CCN(C)C
 : -4% | 0% | 7% | 10% | -3% | 1% | -3%
Cc1[nH]nc2c1C1(C(=O)Nc3ccc([N+](=O)[O-])cc31)C(C#N)=C(N)O2 (stereo not drawn)
 : -5% | 19% | 0% | 2% | -5% | 6% | 15%
Cc1scc(C(=O)N/N=C/c2ccc(Cl)s2)c1C
 : -3% | . | 8% | 1% | -2% | -4% | -7%
CCCC(=O)OCC(=O)Nc1ccccc1C#N
 : 11% | -23% | 5% | -17%[9.22 µM] | 5% | 4% | -1%
C=CCNC(=S)NNC(=O)c1ccc(C)c(Cl)c1
 : 10% | -134%[inhibitor] | ? | . | 2% | 1% | 2%[9.22 µM]
O=C(Nc1ccc(Cl)cc1)N1CCOC12CCC1(CC2)OCCO1
 : 0% | -3%[10 µM] | 8% | ? | 5% | 2% | 19%
OC1CCCN(C(=S)Nc2ccc(SC(F)F)cc2)C1 (stereo not drawn)
 : 0% | -5%[1.9 µM] | -12% | ? | 5% | 1% | -14%
O=C(O)c1ccccc1CSc1nc2ccccc2o1
 : 3% | -16% | 2% | 6% | 3% | 2% | -14%
O=C(CCn1c(=O)sc2ccccc21)NCc1ccccc1
 : -5% | -15% | -1% | -8% | -3% | 1% | ?
O=c1cc(CN2CCN(S(=O)(=O)c3ccc4ccccc4c3)CC2)nc2sccn12
 : 6% | 10% | 0% | -11%[46 µM] | -4% | -7% | 12%
CCOC(=O)c1nc(C)nc(Sc2n[nH]c(-c3cc(Cl)cc(Cl)c3)n2)c1C
 : . | 24%[10 µM] | 2% | . | -11% | -1% | -13%[9.22 µM]
CCC1CO/C(=C(\C(=C(Cl)Cl)N2CCOCC2)[N+](=O)[O-])N1 (stereo not drawn)
 : -35% | -4%[10 µM] | 8% | . | -1% | -11% | -5%[9.22 µM]
COc1ccc(C(=O)COC(=O)c2ccc(OC)c(OC)c2)cc1OC
 : -2% | -3% | -4% | -13% | -18% | 7% | -16%
CCOc1cccc2sc(N(CCN(CC)CC)C(=O)c3ccc(S(=O)(=O)N4CCCCC4)cc3)nc12
 : -10% | -1%[10 µM] | -12% | -11%[46 µM] | 4% | -7% | 2%
Cc1cc(/C=C2\NC(=S)NC2=O)c(C)n1-c1cccnc1
 : 1%[15.4 µM] | -33%[10 µM] | 3% | . | -2% | -2% | -21%[9.22 µM]
CCCSc1ncnc2c1oc1ccccc12
 : -7% | -36% | 1% | -3% | 3% | 9% | -10%
CN(C)c1ccc2c(=O)[nH][nH]c(=O)c2c1
 : -1% | -16% | 5% | . | 17% | -2% | 12%
Cc1ccc(-c2csc(NC(=O)COc3ccc(N(C)S(=O)(=O)c4ccc(C)cc4)cc3)n2)cc1
 : -2% | 29%[10 µM] | 6% | ? | 1% | -2% | -1%
CN(C)c1cccc2c(/C=N/O)ccc(N(C)C)c12
 : 1% | 6%[10 µM] | -13% | -10%[46 µM] | 3% | 3% | 30%
C/C(CC(=O)NCc1ccco1)=N\NC(=O)C(c1ccccc1)c1ccccc1
 : -5% | 17% | -21% | 4% | 3% | -7% | 19%
O=C(O)CC1=C(O)C(=O)N(c2ccccc2)C1c1ccc(Cl)cc1 (stereo not drawn)
 : -2% | -18% | ? | 10% | -3% | 6% | -21%
COc1ccc(CCNC(=O)Cc2cc(=O)[nH]c(=O)[nH]2)cc1OC
 : -9% | -9% | 11% | 3% | -1% | -2% | 16%
CCOC(=O)c1c(C)n(C)c2ccc(OC)c(NC(=O)CN3CCC4(CC3)OCCO4)c12
 : 3% | -18% | 8% | -1% | -2% | -4% | 5%
CCCN(CCC)CC(O)CN(c1ccccc1)S(=O)(=O)c1ccc(C)cc1 (stereo not drawn)
 : -18% | 9% | 2% | 7% | -7% | -2% | -10%[9.22 µM]
Cn1nnnc1SCCNCc1ccc(Cl)cc1
 : 2% | 2% | 0% | 6% | 1% | 10% | 14%
O=C1CCCC/C1=C/NCc1ccc(F)cc1
 : ? | -25% | -10% | 14%[46 µM] | 3% | 2% | 9%
Clc1cccc(-c2ccc(/C=N/n3cnnc3)o2)c1
 : -6% | -12% | 5% | -2% | -8% | 1% | 0%
N#CC1=C(N)NC(SCC(=O)O)=C(C#N)C12CCCC2
 : 8% | -4% | ? | 4% | 1% | -12% | -7%
COc1cccc(NC(=O)CSC2=C(C#N)C(c3ccco3)C3=C(CCCC3=O)N2)c1 (stereo not drawn)
 : 3% | -18% | -13% | ? | 4% | -4% | -3%
O=C(NCCc1ccc(Cl)cc1)C1CCC(=O)N1Cc1ccccc1Cl (stereo not drawn)
 : -1% | -6% | 11% | -3% | -7% | -1% | 8%
CCc1ccc(C(=O)COC(=O)c2cncc(Br)c2)cc1
 : -5% | 8%[10 µM] | 3% | 21%[46 µM] | -4% | 1% | -5%
Cc1ccc(-c2nc(-c3ccccc3)no2)cc1
 : 3% | -16% | 6% | -2% | -3% | 12% | -6%[9.22 µM]
Cc1ccc(-n2c(O)c(/C=N/NC(=O)C3COc4ccccc4O3)c3ccccc3c2=O)cc1 (stereo not drawn)
 : 3% | . | 0% | -10% | -1% | -24% | ?
COc1ccccc1C(=O)C1CCCN(Cc2cccc3nccnc23)C1 (stereo not drawn)
 : -18% | 8%[10 µM] | 2% | -10%[46 µM] | -3% | -2% | -20%[9.22 µM]

An excerpt from above in order of formula weight, ascending:
The line under a structure holds: GAA inhib | HTT ATP protect | GAA glycogen mod | Lamin A splicing | aGlu spleen mod | CBFb-RUNX1 inh | HTT aggregate
O=C1CCCC/C1=C/NCc1ccc(F)cc1
 : ? | -25% | -10% | 14%[46 µM] | 3% | 2% | 9%
CCc1ccc(C(=O)COC(=O)c2cncc(Br)c2)cc1
 : -5% | 8%[10 µM] | 3% | 21%[46 µM] | -4% | 1% | -5%
COc1ccccc1C(=O)C1CCCN(Cc2cccc3nccnc23)C1 (stereo not drawn)
 : -18% | 8%[10 µM] | 2% | -10%[46 µM] | -3% | -2% | -20%[9.22 µM]

Next part.
The line under a structure holds: GAA inhib | HTT ATP protect | GAA glycogen mod | Lamin A splicing | aGlu spleen mod | CBFb-RUNX1 inh | HTT aggregate
Cc1ccc(CN2CCN(/N=C/c3ccc(Cl)c([N+](=O)[O-])c3)CC2)cc1
 : -2% | -11% | -13% | . | -4% | ? | -10%
CC(C)CNC(=O)Nc1ccc(F)c(Cl)c1
 : ? | -9%[10 µM] | -13% | ? | 6% | 3% | 11%[9.22 µM]
CN1C(=S)SC(/[N+]([O-])=C/c2c(F)cccc2Cl)C1(C)C (stereo not drawn)
 : -7% | 12%[10 µM] | -6% | 4%[46 µM] | 3% | 8% | 3%[9.22 µM]
Cc1oc(-c2ccc(C(F)(F)F)cc2)nc1CN(Cc1ccccn1)C[C@@H]1CCC(=O)N1
 : -9% | -31%[inhibitor] | -16% | . | -9% | 12% | 19%
CCc1nnc(NC(=O)c2ccc(S(=O)(=O)N(CC)CC)cc2)s1
 : 3% | -1% | 2% | 3% | -11% | 2% | 11%
Cc1ccc(-c2csc(NNC(=O)c3ccccc3)n2)cc1
 : -1% | . | -9% | ? | -3% | -7% | ?
Cc1[nH]nc(Nc2ccc(Br)cc2)c1[N+](=O)[O-]
 : . | 3%[10 µM] | -6% | . | 1% | 1% | 0%[9.22 µM]
COc1ccc(OC)c(CN2CCC(CNC(=O)Nc3cccc(Cl)c3)CC2)c1
 : -10% | . | 0% | . | 0% | 15% | -24%
Cc1c(C#N)c(NC(=O)CCl)n(Cc2cccs2)c1C
 : 2% | -9%[10 µM] | -19% | ? | 2% | -6% | 20µM*
COC(=O)CCSCC(=O)N1N=C(c2ccc(OC)cc2)CC1c1cccc(OC)c1OC (stereo not drawn)
 : 3% | -26% | -18% | -6%[9.22 µM] | 0% | -8% | -4%
Cc1sc(N)c(C(=O)c2cccc(C(F)(F)F)c2)c1C
 : . | 20% | . | . | 0% | 4%[21.7 µM] | .
Nc1ncc(-c2ccccc2)n1CC1CCCO1 (stereo not drawn)
 : 2% | 14%[10 µM] | 4% | -7%[0.0737 µM] | -9% | . | -6%
Cc1ccc(CNc2ccc(N3CCOCC3)cc2)s1
 : -3% | -51%[inhibitor] | 28µM* | -4% | -3% | -16% | -20%
COc1ccccc1NC(=O)C1=C(C)NC(=O)NC1c1cccc(OC)c1OC (stereo not drawn)
 : -9% | -17% | -3% | 0% | 0% | 0% | 16%
COc1ccccc1C1C(C(=O)c2sc(C)nc2C)=C(O)C(=O)N1CCN1CCOCC1 (stereo not drawn)
 : -7% | 6% | -11% | 4% | 0% | 6% | -2%
CCN1C(=O)C2(C(C(=O)c3cc4ccccc4o3)=C(O)C(=O)N2CCCN2CCOCC2)c2ccccc21 (stereo not drawn)
 : . | 5%[10 µM] | -5% | . | -2% | -6% | 22%[9.22 µM]
Cc1c(OCc2ccccc2)c(=O)ccn1Cc1ccc(F)cc1
 : -14% | -34%[inhibitor] | 1% | 9%[46 µM] | -3% | -6% | -32%
Cn1c(=O)c2c(nc(NCCCO)n2Cc2cccc(Br)c2)n(C)c1=O
 : -2% | 4%[1.9 µM] | 1% | ? | -8% | 2% | 9%
CC1CCN(C(=O)c2scc3c2OCCO3)CC1
 : -2% | 17% | -5% | 9% | -1% | -2% | ?
